Assay outcomes as filed in PubChem.
RORgamma inh: blocks mouse ROR gamma transcriptional activity. Drosophila S2 Gal4-RORgamma UAS-luciferase reporter, 20 h. actives 5.4% (n = 310,000). AID 2551. Potency, µM (doses to about 53.6 µM), inactives show at the top dose activity change, negative = inhibition, most hits filed as inhibitors; note: % is set by controls: 0 for no effect and ±100 for the full control effect; nearly all actives have a fitted effect of over 60% in size
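Compounds are pin-transferred onto Drosophila Schneider cells expressing a copper-inducible Gal4–ROR gamma transactivation domain fusion. After 1 hr, copper sulfate is added to 700 uM final; luciferase is read 20 hr later.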
NPC1 prom act: NPC1 promoter activation. actives 2.4% (n = 320,000). Potency, µM (titrated, usually from 9.22 µM), without a hit: at the highest dose activation, actives largely listed as activators. AID 485313. Huh7 NPC1 promoter luciferase reporter, 24 h;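 note: % of control where 0% means no effect; nearly all actives have a fitted effect of over 60% in size; reporter is driven by a mutant NPC1 promoter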
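Stably transfected Huh7 (NPC1 promoter→luciferase), 1500 cells/well in Opti-MEM + 10% FBS, 2 h settle, then compound 24 h at 37 °C. Luminescence after 10 min with Amplite reagent.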
p53 reactivator: restores transcriptional activity of mutant p53; H1299 p53-A138V BP100-luciferase reporter, luminescence, 24 h; AID 504706; Potency, µM (top dose mostly 92.2 µM), for the others: at the highest dose activity change, positive = activation, usual class: activators; actives 0.063% (n = 320,000); note: % of control where 0% means no effect; nearly all actives have a fitted effect of over 45% in size
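H1299 (p53-null), stable ts p53-A138V + BP100-Luc; 1000 cells/well, Opti-MEM/10% FBS; cpd 4 pt, 1:5; 24 h, 37 deg C, 5% CO2; detection reagent 10 min RT; luminescence.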
BRCA1 expr act: BRCA1 expression activation; actives 1.1% (n = 380,000); MCF7-BRCA1-FFLuc reporter, luminescence, 48 h; response scale: scaled: vehicle 0%, 10 µM genistein 100%; Potency, µM (series often up to 46.1 µM), for the others: at the top dose activation, hits mostly activators; note: nearly all actives have a fitted effect of over 80% in size; some results filed as inactive show a strong effect at the top dose
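Activators of BRCA1 expression were detected as increased firefly luciferase luminescence in engineered MCF7 cells after 48 h compound incubation. Signals were scaled to genistein 10 microM as full activation.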
uPA surface inh: inhibitors of cell surface uPA generation; cell surface uPA generation assay, qHTS; Potency, µM (titrated, usually from 38.3 µM), for inactives: at the highest dose activity change, negative = inhibition, usual class: inhibitors; actives 0.31% (n = 330,000); active = well fitted inhibition curve with a large enough effect; inconclusive = small, poorly fitted or top-dose-only effect; inactive = no such curve, though single readings can be large or run the other way; tested in mouse RAW 264.7 cells; note: % is set by controls: 0 for no effect and ±100 for the full control effect; nearly all actives have a fitted effect of over 55% in size
VP16 counter: Gal4-VP16 reporter inhibition counter-screen. Drosophila S2 Gal4-VP16 UAS-luciferase, luminescence, 20 h. AID 2546. Potency, µM (series often up to 53.6 µM), without a hit: at the highest dose activity, negative = inhibition, usual class: inhibitors. actives 3.5% (n = 310,000);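 note: Gal4-VP16 expression switched on by copper sulfate through the metallothionein promoter; % is set by controls: 0 for no effect and ±100 for the full control effect; nearly all actives have a fitted effect of over 50% in size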
MLL CXXC-DNA inh: MLL CXXC-DNA interaction inhibition. Q03164. Potency, µM (titrated, usually from 115 µM), for the others: top-dose activity change, negative = inhibition, usual class: inhibitors. actives 0.037% (n = 290,000). MLL-CXXC / FITC-HOXA9 DNA fluorescence polarization. AID 2662; active = well fitted inhibition curve with a large enough effect in the polarisation, with a control signal flat, not every such curve was filed as active; inconclusive = small, poorly fitted or top-dose-only effect, or effect the other way, or a change in a side signal; inactive = no such curve, though single readings can be large or run the other way; the % refers to the polarisation
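Fluorescence polarization: 7 uM MLL-CXXC (stock) preincubated 5 min with compounds, then 50 nM fluorescein-HOX-A9 DNA (stock) added; 30 min ambient. Buffer 50 mM Tris-HCl pH 7.5, 50 mM NaCl, 1 mM DTT, 0.05% BSA.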
ELG1 genotox: genotoxicity induction in ELG1-luciferase HEK293T cells. HEK293T ELG1-luciferase reporter, luminescence, 16 h. Potency, µM (series often up to 46 µM), for the others: at the top dose activity change, positive = activation, hits mostly activators. actives 1.3% (n = 330,000). AID 504466; note: % of control where 0% means no effect; nearly all actives have a fitted effect of over 60% in size
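Reporter readout depends on ELG1 protein level, which increases with genetic stress. After 16 hr compound exposure at 37 °C, luciferase activity was quantified using ONE-Glo.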
FLuc counter: firefly luciferase modulation, counter-screen for miR-21 project; P08659; purified FLuc, Km substrates, luminescence inhibition; Potency, µM (doses to about 57.5 µM), without a hit: top-dose activity change, negative = inhibition, usual class: inhibitors; actives 6.9% (n = 360,000); AID 588342;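 note: plate controls were vehicle for no effect and reference inhibitor for full effect; nearly all actives have a fitted effect of over 55% in size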
Target sequence (P08659 whole entry, looked up): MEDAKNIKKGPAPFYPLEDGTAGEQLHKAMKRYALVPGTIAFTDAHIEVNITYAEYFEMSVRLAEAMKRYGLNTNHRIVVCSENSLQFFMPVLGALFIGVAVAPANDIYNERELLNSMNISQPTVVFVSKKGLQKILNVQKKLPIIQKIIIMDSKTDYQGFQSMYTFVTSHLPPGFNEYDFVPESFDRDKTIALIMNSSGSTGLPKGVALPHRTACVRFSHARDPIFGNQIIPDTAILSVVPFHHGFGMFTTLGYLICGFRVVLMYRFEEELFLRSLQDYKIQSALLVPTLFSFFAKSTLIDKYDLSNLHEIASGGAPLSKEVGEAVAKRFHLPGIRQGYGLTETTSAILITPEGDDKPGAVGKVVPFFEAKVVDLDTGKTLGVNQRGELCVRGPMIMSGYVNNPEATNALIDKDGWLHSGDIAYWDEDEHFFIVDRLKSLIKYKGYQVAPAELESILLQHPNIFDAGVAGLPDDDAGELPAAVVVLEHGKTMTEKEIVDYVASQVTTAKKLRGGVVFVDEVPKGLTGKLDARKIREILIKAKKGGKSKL
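Biochemical qHTS of compounds, final roughly 60 µM downward over six points, against 10 nM purified firefly luciferase using Km concentrations of substrates (10 uM D-luciferin, 10 uM ATP) in Tris acetate pH 7.5 buffer; luminescence output.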
MBNL1-CUG inh: blocks human MBNL1 binding to CUG repeat RNA; AID 2675; Potency, µM (series often up to 57.5 µM), without a hit: at the highest dose activity change, negative = inhibition, actives largely listed as inhibitors; Q9NR56; TR-FRET MBNL1-His/biotin-(CUG)12 binding, 665/545 ratio; actives 0.036% (n = 280,000); active = well fitted inhibition curve with a large enough effect in the signal ratio, with a control signal flat, not every such curve was filed as active; inconclusive = small, poorly fitted or top-dose-only effect, or effect the other way, or a change in a side signal; inactive = no such curve, though single readings can be large or run the other way; the % refers to the signal ratio; note: % is set by controls: 0 for no effect and ±100 for the full control effect
Target sequence (Q9NR56 whole entry, looked up): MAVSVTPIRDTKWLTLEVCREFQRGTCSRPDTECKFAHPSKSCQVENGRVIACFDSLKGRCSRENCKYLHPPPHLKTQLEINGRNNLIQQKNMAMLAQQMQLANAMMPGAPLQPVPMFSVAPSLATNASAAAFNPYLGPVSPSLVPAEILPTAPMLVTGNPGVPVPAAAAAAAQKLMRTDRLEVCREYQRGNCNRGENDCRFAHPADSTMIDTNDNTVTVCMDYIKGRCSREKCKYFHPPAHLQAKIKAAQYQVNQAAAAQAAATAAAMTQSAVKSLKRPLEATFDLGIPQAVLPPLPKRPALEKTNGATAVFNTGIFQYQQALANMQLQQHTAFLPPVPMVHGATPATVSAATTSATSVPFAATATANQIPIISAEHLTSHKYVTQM
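Compounds (final 92 nM to 58 uM) are added to His-tagged MBNL1 and biotin-(CUG)12, then terbium anti-His antibody and streptavidin-XL665 (5 nM final). After 60 min at room temperature, the 665/545 nm ratio is read.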
Rab9 promoter act: activators of Rab9 promoter | Huh7 Rab9 promoter-luciferase reporter, luminescence, 24 h | Potency, µM (titrated, usually from 9.22 µM), inactives show at the top dose activation, negative = inhibition, hits mostly activators | actives 2.8% (n = 320,000) | AID 485297; note: % of control where 0% means no effect; nearly all actives have a fitted effect of over 60% in size
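Using Huh7 cells stably transfected with Rab9 promoter–luciferase, compounds were incubated 24 h at 37 °C, 5% CO2; luciferase luminescence was read 10 min after reagent addition.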
The depositor's hits bear a star; ? = inconclusive; · = no result given; [ ] = dose if it differs, or a comment. Unless noted, calls come from the whole dose curve; as a rule, active = well fitted curve in the direction sought with a large enough effect; inconclusive = small, poorly fitted or top-dose-only effect, or another doubt; inactive = no such curve, though single readings can be large; an effect the other way counts as inactive or inconclusive. Potency is the fitted concentration of half-maximal effect.

Values in the order: FLuc counter | NPC1 prom act | VP16 counter | ELG1 genotox | MLL CXXC-DNA inh | Rab9 promoter act | BRCA1 expr act | uPA surface inh | RORgamma inh | MBNL1-CUG inh | p53 reactivator
#1 COCC(C)N=C1NN=C(c2cccs2)C(CC(=O)O)S1 (stereo not drawn)
    0% | -1% | 11µM* | 1% | ? | -5% | -14% | 0% | 2µM* | 5% | 4%
#2 Cc1ccc(Cn2cccc2/C=C2/C(=N)N3C=CSC3=NC2=O)cc1
    2% | -3% | ? | 15% | -4% | -3% | -1% | -2% | 13µM* | -4% | -9%
#3 O=C(c1cccc(Br)c1)N1CCN(c2cnn(-c3ccccc3)c(=O)c2Cl)CC1
    2% | -4% | -13% | -8% | 10% | 1% | -17% | 0% | 12% | 24% | 1%
#4 COc1ccc(C2=NOC(C(=O)NCc3cccnc3)C2)cc1 (stereo not drawn)
    2% | -3% | 13% | 1% | 8% | 11% | -2% | 0% | -7% | -1% | 0%
#5 COCCCN(C(=S)Nc1cc(Cl)cc(Cl)c1)C(C)c1ccncc1 (stereo not drawn)
    -2% | -2% | ? | -10% | 5% | 0% | -89% | -18% | ? | 6% | -12%
#6 CCOc1ccc(OCC(=O)Nc2ccccc2C(F)(F)F)cc1
    ? | -5% | 7%[10 µM] | 8% | 41%[activator] | -2% | ? | 1% | 9% | 0% | 2%
#7 COc1ccc(N(CC(=O)NCc2ccccc2C)S(=O)(=O)c2ccccc2[N+](=O)[O-])c(OC)c1
    -2% | -2% | -5% | -5% | -15% | -5% | -31% | -9% | ? | 2% | 5%
#8 O=C(NCCc1ccc(Cl)cc1)c1ccc(Br)s1
    ? | 4µM* | 16% | ? | 5% | 4.5µM* | 3.5µM* | -3% | ? | 2% | ?
#9 CCNS(=O)(=O)c1ccc(S(=O)(=O)N(Cc2ccccn2)C2CCCCC2)cc1
    -1% | 5% | ? | -14% | -5% | -5% | -33% | 9% | ? | 2% | -3%
#10 Cc1ccc(C)c(NC(=S)N(CCc2ccncc2)C(C)C)c1
    0% | -1% | -8% | -1% | 10% | -5% | -20% | 1% | 11µM* | -4% | -3%
#11 O=C(/C=C/c1ccccc1)N1CCN(CCN2C(=O)c3cccc4cccc(c34)C2=O)CC1
    1% | 2% | 2% | -5% | 7% | 0% | -20% | 0% | 4% | · | -3%
#12 NC(=O)CSc1nc2scc(-c3ccco3)c2c(=O)n1-c1ccccc1
    1% | -1% | -5% | -7% | 4% | 1% | 6% | -1% | 21% | 34%[activator] | 3%
#13 COc1ccc(Br)cc1CNC(=O)CCC(=O)n1nc(C)c2ccccc21
    5% | -2% | -2% | -3% | 0% | 4% | -30% | -9% | -2% | 23% | -2%
#14 Fc1ccccc1NC(=S)N1CCN(Cc2ccccc2)CC1
    -10% | -2% | -10% | 1% | 4% | -6% | -1% | -2% | -26% | -8% | -6%
#15 O=C1N=C(N2CCN(c3ccccc3)CC2)S/C1=C\c1ccco1
    ? | 7% | 4% | -2% | 16% | 0% | 28% | 7% | -2% | ? | 4%

Values in the order: FLuc counter | NPC1 prom act | VP16 counter | ELG1 genotox | MLL CXXC-DNA inh | Rab9 promoter act | BRCA1 expr act | uPA surface inh | RORgamma inh | MBNL1-CUG inh | p53 reactivator
#16 CN1CCc2c(sc3c2C(=O)NC(c2ccccn2)N3)C1 (stereo not drawn)
    -17% | 12% | 0% | 3% | ? | 8% | 2% | 0% | -14% | ? | ?
#17 CC(=O)NCCC(=O)Nc1cc(S(=O)(=O)N2CCOCC2)ccc1N1CCCC1
    3% | -5% | · | 1% | · | -2% | 3% | 5% | · | · | 7%
#18 O=S(=O)(c1ccc(Br)s1)N1CCN(Cc2ccc3c(c2)OCO3)CC1
    5% | -3% | -6% | -2% | -3% | -3% | -4% | 15% | 1% | 1% | -4%
#19 CC1CC(C)CN(c2oc(-c3ccco3)nc2C#N)C1 (stereo not drawn)
    -6% | 0% | -4% | -5% | 23% | -2% | -57% | 3% | ? | 25% | -15%
#20 Cn1ccnc1SCC(=O)c1ccc(Cl)cc1
    -17% | ? | -25% | 17% | 1% | ? | ? | -3% | ? | -2% | ?
#21 C#CC[N+]1(CC#Cc2ccc(C)cc2)CCCCC1
    1% | -5% | 4% | -6% | 13% | 2% | -35% | -7% | -2% | -9% | 11%
#22 CC(C)(C)OC(=O)N1CCC[C@H]1C(=O)Nc1ccc(S(=O)(=O)C(F)F)cc1
    7% | 0% | 3% | -5% | 6% | 0% | -14% | -4% | 31% | 0% | -2%
#23 COCCn1c(=O)[nH]c2cc(C(=O)Nc3cccc(F)c3)ccc2c1=O
    -19% | ? | 18% | 4% | -2% | ? | ? | 16% | ? | 1% | 0%
#24 COC(=O)Oc1ccc(/C=N/NS(=O)(=O)c2ccccc2)cc1OC
    -2% | 2% | -18% | -6% | -3% | -3% | -3% | -1% | ? | -6% | 27%
#25 CN(CCCC(=O)O)S(=O)(=O)c1ccc2c(c1)C(=O)c1cc(S(=O)(=O)N(C)CCCC(=O)O)ccc1-2
    0% | -2% | 5% | -2% | -9% | 9% | -2% | 5% | -10%[1.91 µM] | ? | ·
#26 O=C(Nc1nc2c(F)cc(F)cc2s1)C1CCN(C(=O)c2ccc(F)cc2)CC1
    ? | -1% | · | ? | · | 24% | 0% | 1% | · | · | ?
#27 Cc1nn2c(-c3ccccc3)ccnc2c1-c1ccccc1
    5.4µM* | ? | 17% | ? | -5% | ? | 7.1µM* | -6% | 21% | 18% | ?
#28 COc1ccc(NC(=O)CSc2nccn2Cc2ccc(F)cc2)cc1
    -6% | 0% | -5% | 0% | -10% | 2% | 5% | -2% | 17% | 1% | -4%
#29 Cc1c(Cl)cccc1NC(=O)c1ccccc1-c1ccccc1C(=O)O
    3% | -4% | 3% | -2% | -1% | 2% | -3% | 1% | 4% | -5% | 4%
#30 CC1=C(C(=O)N2CCOCC2)C(c2cccs2)NC(=O)N1 (stereo not drawn)
    3% | -1% | 3% | 2% | -2% | 0% | -2% | -1% | 4% | 0% | -4%

Values in the order: FLuc counter | NPC1 prom act | VP16 counter | ELG1 genotox | MLL CXXC-DNA inh | Rab9 promoter act | BRCA1 expr act | uPA surface inh | RORgamma inh | MBNL1-CUG inh | p53 reactivator
#31 O=C(O)/C=C/S(=O)(=O)c1ccc2ccccc2c1
    -9% | 0% | -2% | 1% | -8% | 0% | -7% | -1% | 8% | -5% | 2%
#32 CN(C)c1ccc(Sc2nnc(NC(=O)Nc3ccc(Cl)cc3Cl)s2)cc1
    6% | -5% | ? | 15% | -1% | -4% | -11% | -2% | -16% | 4% | 0%
#33 CCOCCN(C=O)c1cccc(OC)c1
    -5% | 11% | -1% | 0% | -3% | -3% | 8% | · | 8%[10 µM] | -20% | -1%
#34 COc1ccc(S(=O)(=O)N(C)CC(=O)N2CCN(c3ccc(F)cc3)CC2)cc1OC
    -3% | 5% | 5% | -1% | 4% | 9% | -22% | · | 2% | -5% | -7%
#35 Cc1ccc(N(CC(=O)NC2CCCC2)C(=O)CCC(=O)Nc2nc(C)cs2)cc1
    1% | 1% | 10% | 0% | -2% | -3% | -11% | -7% | 35% | -2% | -5%
#36 CC(O)C(=O)N/N=C/c1cccc(Cl)c1Cl (stereo not drawn)
    ? | 7% | 24% | 1% | 11% | 13% | 26% | -4% | -1% | ? | ?
#37 CC1(C)COC(c2cccn2Cc2ccc(F)cc2Cl)=N1
    2% | 8% | -7% | 0% | -1% | 0% | -4% | 2% | ? | 6% | -20%
#38 N=C1C(c2nc3ccccc3c(=O)[nH]2)=C(O)CN1c1ccccc1
    -8% | -21% | 0% | 6% | -2% | -11% | · | · | 6% | -5% | 3%
#39 CCN1CCN(Cc2nc3c(c(=O)n(C)c(=O)n3C)n2CC(=O)c2ccccc2)CC1
    1% | -8% | 0% | -4% | 1% | 0% | 6% | ? | -4% | 5% | -3%
#40 O=C(c1cccc(S(=O)(=O)N2CCOCC2)c1)N1CCCC(C(F)(F)F)C1 (stereo not drawn)
    4% | 1% | · | -6% | · | 3% | -3% | 1% | · | · | -1%
#41 CCCSc1nnc(NC(=O)CCc2ccccc2)s1
    2% | 1% | 3% | 0% | -4% | -1% | 11% | -11% | 1% | 2% | 6%
#42 CCn1cnc2c1c(=O)n(CC(=O)NN)c(=O)n2Cc1ccccc1
    -1% | -4% | -2% | -1% | -3% | -7% | 12% | 10% | 2% | -3% | -3%
#43 COc1ccc(/C=N/OC(=O)Nc2ccccc2)cc1[N+](=O)[O-]
    15µM* | 6% | -1% | 12% | 12% | 23% | 91% | -6% | 2% | 14%[11.5 µM] | ?
#44 O=C(CSc1nc2scc(-c3ccccc3)c2c(=O)[nH]1)N1CCCCC1
    -17% | -6% | 5% | 2% | 10% | -7% | -5% | 0% | 5% | -3% | ?

Some of the compounds tested; rates above refer to the full screens.
